BRCA1 expr act: BRCA1 expression activation. MCF7-BRCA1-FFLuc reporter, luminescence, 48 h; response scale: scaled: vehicle 0%, 10 µM genistein 100%. Potency, µM (titrated, usually from 46.1 µM), for inactives: at the highest dose activation, hits mostly activators. 1.1% of 380,000 active. AID 624202; active means well fitted activation curve with a large enough effect; inconclusive means small, poorly fitted or top-dose-only effect; inactive means no such curve, though single readings can be large or run the other way; further: nearly all actives have a fitted effect of over 80% in size; some results filed as inactive show a strong effect at the top dose
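Compounds are tested at multiple concentrations on MCF7 BRCA1-luciferase reporter cells seeded at 2000 per well; after 48 h, a single luminescence end-point is taken and curves fitted to the normalized data.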
Starred values were filed as active, the others as inactive; ? = inconclusive. Potency means the concentration at half of the fitted maximal effect.

CC1(C(=O)NS(=O)(=O)c2ccccc2OC(F)(F)F)CCN1C(=O)c1ccccc1 (stereo not given)
  BRCA1 expr act = 0%
Cc1ccc2nc(C(C)(C)C)c(Cc3ccccc3C(F)(F)F)n2c1
  BRCA1 expr act = -22%
Cc1cc(C)n2c(NC3CCCC3)c(-c3ccc(F)cc3)nc2n1
  BRCA1 expr act = -15%
CCCCNC(=O)c1nc(C2CCN(S(=O)(=O)c3ccccc3C(F)(F)F)CC2)oc1-c1ccccc1
  BRCA1 expr act = 2%
O=C(NC1CC1)c1ccc(-c2ccc3nccn3c2)cc1
  BRCA1 expr act = 12%
CN(C)c1ccc(CNC(=O)/C=C/[C@H]2O[C@@H](n3cnc4c(NC(=O)c5ccccc5)ncnc43)[C@H](O)[C@@H]2O)cc1
  BRCA1 expr act = 18%
O=C(NCc1ccccc1)c1cc(C2CCCN(S(=O)(=O)c3ccccc3)C2)on1 (stereo not given)
  BRCA1 expr act = 0%
O=C(Nc1ccc2nc(-c3cccs3)c(-c3cccs3)nc2c1)N1CCCC1
  BRCA1 expr act = 22%
COc1ccc(OC)c(/C=C/c2ccccc2)c1
  BRCA1 expr act = -44%
O=Cc1ccc(/C=C2/C=Cc3ccccc32)cc1
  BRCA1 expr act = 7%

OC(c1ccccc1)c1nc(-c2cccc3cccnc23)cs1 (stereo not given)
  BRCA1 expr act = 89%
N#Cc1ccc(-c2nc3c(Cl)cc(C(F)(F)F)cn3c2Cc2ccsc2)cc1
  BRCA1 expr act = -14%
C=CCCC(=O)N1C[C@@H](CO)[C@@H](NC)C[C@H]1c1ccccc1Br
  BRCA1 expr act = 0%
Cc1nc(-c2cccc(NC(=O)Nc3ccc([N+](=O)[O-])cc3)c2)no1
  BRCA1 expr act = -58%
O=C(Nc1ccc(F)cc1F)C1CCN(C(=O)c2cnn(-c3ccccc3)c2-n2cccc2)CC1
  BRCA1 expr act = -5%
COC(=O)c1ccc(NC(=O)c2ccccc2OCC(=O)Nc2ccc(Br)cc2)cc1
  BRCA1 expr act = -16%
CCc1nc2ccc(C(=O)N3CCN(S(=O)(=O)CC)CC3)cn2c1N(C)C(=O)c1cccc(OC)c1
  BRCA1 expr act = 37%
Cc1ccc(S(=O)(=O)Cc2ccc(C(=O)N3CCN(c4cccc(Cl)c4)CC3)o2)cc1
  BRCA1 expr act = -77%
Cc1nc(Nc2ncc(C(=O)Nc3c(C)cccc3Cl)s2)cc(N2CCN(CCO)CC2)n1
  BRCA1 expr act = -55%
Cc1cc(F)ccc1C(O)c1ncc(-c2cccc(F)c2)[nH]1 (stereo not given)
  BRCA1 expr act = 0%

COc1ncc(-c2cccc3nccn23)c(OC)n1
  BRCA1 expr act = 0%
COC(=O)N1CCCCC1c1cc(C(=O)Nc2cccc3c2CCCC3)no1 (stereo not given)
  BRCA1 expr act = 26%
CCNC(=O)C1(C)CCCN(C(=O)c2c(C)noc2C)C1 (stereo not given)
  BRCA1 expr act = -25%
CCOC(=O)c1c(NC(=O)/C=C/c2ccc(OCC)cc2)sc(C)c1C
  BRCA1 expr act = -4%
Cc1ccc(S(=O)(=O)N2CCC(=O)N([C@H](COCc3ccc(C(F)(F)F)cc3)Cc3ccccc3)CC2)cc1
  BRCA1 expr act = -29%
COc1cccc(-c2cc(NC=O)c3ncc(-c4cccc(C(=O)NCCN(C)C)c4)n3c2)c1
  BRCA1 expr act = 0%
CCOC(=O)c1c(Nc2cccc(C)c2)nnc(-c2ccccc2)c1-c1ccccc1
  BRCA1 expr act = -28%
COc1ccc(CCNC(=O)Nc2ccc3nc([C@@H]4O[C@H](CO)[C@@H](O)[C@H](O)[C@H]4O)[nH]c3c2)cc1Br
  BRCA1 expr act = 5%
COc1cccc(/C=C/c2ccc3ccccc3[n+]2C)c1OC
  BRCA1 expr act = -44%
CC(=O)c1cccc(NC(=O)Cc2ccc(NC(=O)N3CCCCc4ccccc43)cc2)c1
  BRCA1 expr act = 0%

Cc1ccc(C)c(C(O)c2ncc(-c3ccc(Cl)cc3)[nH]2)c1 (stereo not given)
  BRCA1 expr act = -18%
O=C(NCc1ccc(F)cc1)c1cc(C2CCCCN2C(=O)c2ccccc2)on1 (stereo not given)
  BRCA1 expr act = -12%
CC(=O)CC1c2cc(F)ccc2C=C(c2ccsc2)N1c1ccc(C#Cc2cncn2C)cc1 (stereo not given)
  BRCA1 expr act = -66%
CCOc1ccc(CCNC(=O)c2cc3c(s2)-c2ccccc2OC3)cc1OCC
  BRCA1 expr act = 0%
CC(C)NC(=O)C1(C)Cc2c(-c3cccc(C(F)(F)F)c3)ccnc2O1 (stereo not given)
  BRCA1 expr act = 13%
Cc1cccc(COC[C@H](Cc2ccccc2)N2CCN(C(=O)c3cc(Cl)cc(Cl)c3)CCC2=O)c1
  BRCA1 expr act = -30%
Cn1nccc1-c1ccc(C(=O)NCc2ccco2)c2occc12
  BRCA1 expr act = 88%
O=C(NC(Cc1cn(Cc2ccccc2)cn1)C(=O)O)OCC1c2ccccc2-c2ccccc21 (stereo not given)
  BRCA1 expr act = 7%
COc1ccc(Cc2c(C3CCCCC3)nc3c4ccccc4ccn23)c(C)c1
  BRCA1 expr act = -12%
CC(=O)N1c2ccc(S(=O)(=O)N3CCN(c4cccc(Cl)c4)CC3)cc2CC1C (stereo not given)
  BRCA1 expr act = 1%

CCCS(=O)(=O)NC(=O)C1(C)CCN(C(=O)c2cc(-c3cccs3)oc2C)C1 (stereo not given)
  BRCA1 expr act = 19%
Cc1cccc(C)c1C(O)c1ncc(-c2ccccc2F)[nH]1 (stereo not given)
  BRCA1 expr act = -4%
CC(C)CC(=O)Nc1nnc2n1CCS2
  BRCA1 expr act = 0%
OCCN1CCN(c2cc(-c3ccc(CO)cc3)nc3ccnn23)CC1
  BRCA1 expr act = 0%
COc1ccc(CN2C(=O)C(CC(=O)NC3CCCC3)CC(C(=O)N3CCOCC3)=C2C)cc1 (stereo not given)
  BRCA1 expr act = -4%
CCOC(=O)CSc1nc2ccc(NC(=O)c3ccc(C)cc3)cc2s1
  BRCA1 expr act = 11%
COc1ccc(NC(=O)CCNS(=O)(=O)c2ccc3c(c2)CCCC(=O)N3)cc1
  BRCA1 expr act = -11%
O=C(OCc1ccco1)c1ccc2c(c1)N(Cc1cccc(F)c1)C(=O)c1ccccc1S2
  BRCA1 expr act = 0%
CC1(C(=O)O)CCCN(C(=O)/C=C/c2ccccc2)C1 (stereo not given)
  BRCA1 expr act = -3%
COc1ccc(NC(=O)Cn2c(=O)n(-c3ccc(OC)cc3)c(=O)c3ccc(C(=O)NCc4ccc(C)cc4)cc32)cc1
  BRCA1 expr act = 14%

COC(=O)[C@]12CCCCC=C1N(Cc1ccc(Cl)cc1Cl)C(=O)[C@H](CC(=O)NCc1ccc(OC)c(OC)c1)C2
  BRCA1 expr act = -62%
CC(C)C[C@H]1CN(CCCC[C@@H]2CNC(=O)C(=O)N2Cc2ccccc2)C(=O)C(=O)N1CCc1ccc(O)cc1
  BRCA1 expr act = 12%
CC(C)CCNC(=O)C1(C)CCN1Cc1ccc(-c2ccccn2)cc1 (stereo not given)
  BRCA1 expr act = -47%
CCCS(=O)(=O)NC(=O)C1(C)CCN(C(=O)COCc2ccccc2)C1 (stereo not given)
  BRCA1 expr act = 0%
OC(c1cc(F)cc(Cl)c1)c1ncc(-c2ccc3ccccc3c2)[nH]1 (stereo not given)
  BRCA1 expr act = -1%
COc1ccc(Cc2cnc(N)nc2N)cc1OC
  BRCA1 expr act = 24%
CCc1ccccc1NNC(=O)c1sccc1Cl
  BRCA1 expr act = 0%
CCc1nc2ccc(C(=O)NCCCN3CCCC3=O)cn2c1N(C)C(=O)Nc1ccccc1OC
  BRCA1 expr act = 0%
Nc1ncnc2c1ncn2[C@@H]1O[C@H](C(=O)NS(=O)(=O)c2c(Cl)nc3sccn23)[C@@H](O)[C@H]1O
  BRCA1 expr act = -8%
CC1=C(C(=O)N2CCCCCC2)CC(CC(=O)NCc2ccco2)C(=O)N1Cc1ccccc1 (stereo not given)
  BRCA1 expr act = -2%

COc1ccc(Nc2oc(/C=C/c3cccc(OC)c3)nc2C#N)cc1
  BRCA1 expr act = 53%
COc1ccccc1N1CCN(c2cc(C)nc3nc(-c4ccc(Cl)cc4)nn23)CC1
  BRCA1 expr act = -3%
COc1cc(OC)cc(-c2c(Sc3ccccc3)c3cc(-c4ccc(OC)c(F)c4)ccc3n2C)c1
  BRCA1 expr act = -6%
OCc1ccccc1
  BRCA1 expr act = 27%
Cc1ccc(NC(=O)NCCOCCn2c(=O)oc3ccccc32)cc1F
  BRCA1 expr act = 5%
CC1(C(=O)NC2CCN(Cc3ccccc3)CC2)CCN1Cc1ccc2ccccc2c1 (stereo not given)
  BRCA1 expr act = -45%
CC(C)Nc1ncnc2c1ncn2[C@H]1CN(Cc2ccccc2)C[C@@H](CO)O1
  BRCA1 expr act = 34%
COc1cc2c(cc1OC)C(COc1ccc(C(C)C)cc1)N(C(=O)COc1ccccc1)CC2 (stereo not given)
  BRCA1 expr act = -50%
CCc1ccccc1NS(=O)(=O)c1ccc2c(c1)CC(=O)N2
  BRCA1 expr act = 0%
CC1(Cc2ccccc2OC(F)(F)F)C(=O)Nc2cc(-c3ccccc3Cl)ccc21 (stereo not given)
  BRCA1 expr act = -55%

(further entries)
smiles,BRCA1 expr act
O=C(C[n+]1ccccc1Br)c1ccc2c(c1)CCCC2,21%
CCOC(=O)[C@]12CCC=C1N(CCC1=CCCCC1)C(=O)[C@H](CC(=O)NCCCOC)C2,-9%
COc1cc(OC)c(N(C)C(=O)c2c(C)oc3ncn(CC(C)C)c(=O)c23)cc1Cl,-7%
COc1cccc(-c2cnc(C(O)c3cc(C)c(OC)c(C)c3)[nH]2)c1 (stereo not given),-27%
Cc1ccc(C)c(CN2C(=O)CSc3ccc(C(=O)NCc4ccc(F)cc4)cc32)c1,2%
Cc1cc(C)n2c(Nc3ccccc3)c(-c3ccc(C)o3)nc2n1,15%
CCN1CCN(C(=O)c2ccc3c(c2)N(Cc2ccccc2F)C(=O)c2ccccc2S3=O)CC1 (stereo not given),?
CC1(C(=O)NS(=O)(=O)C2CC2)CCN(C(=O)c2ccc3ccccc3n2)C1 (stereo not given),23%
CCc1ccc(OCC(=O)Nc2cc(-c3nc4cc(C)ccc4o3)ccc2C)cc1,1%
CCOCCCn1c(=N)c(C(=O)NCc2cccnc2)cc2c(=O)n3cc(C)ccc3nc21,-1%
COc1ccc(C(=O)N2CCc3cc(OC)c(OC)cc3C2COc2ccccc2OC)cc1 (stereo not given),1%
OC[C@@H]1CN(Cc2ccco2)C[C@H](n2cnc3c(NCc4ccncc4)ncnc32)O1,4%
Cc1ccccc1NC(=O)Cn1c(=O)n(CC2CCC(C(=O)NCCc3ccccc3)CC2)c(=O)c2ccccc21 (stereo not given),1%
CC1=C(C(=O)N(C(C)C)C(C)C)CC(CC(=O)NCCCCc2ccccc2)C(=O)N1Cc1ccc(C(C)(C)C)cc1 (stereo not given),-63%
CCc1cccc(NC(=O)CCS(=O)(=O)c2cc(Br)cc3c2N(C(C)=O)CC3)c1,0%
Cc1cccc(C)c1Nc1nc2ccccc2nc1NS(=O)(=O)c1ccccc1,1%
CCOC(=O)c1ccc(-n2cnc(-c3ccc([N+](=O)[O-])cc3)c2)cc1,9%
CC(=O)Nc1ccc(S(=O)(=O)Nc2ccc(-c3cn4c(C)csc4n3)cc2)cc1,-15%
Cc1ccc(Cc2cn3cc(-c4ccc(F)cc4)nc3s2)cc1,2.2µM*
CCOC(=O)c1c(NC(=O)CSc2cn(CCNC(=O)c3ccccc3OC)c3ccccc23)sc2c1CCC2,-18%

14 entries out of the list, arranged by molar mass, rising:
smiles,BRCA1 expr act
CC(C)CC(=O)Nc1nnc2n1CCS2,0%
COc1ccc(Cc2cnc(N)nc2N)cc1OC,24%
OC(c1ccccc1)c1nc(-c2cccc3cccnc23)cs1 (stereo not given),89%
CC(C)CCNC(=O)C1(C)CCN1Cc1ccc(-c2ccccn2)cc1 (stereo not given),-47%
OC(c1cc(F)cc(Cl)c1)c1ncc(-c2ccc3ccccc3c2)[nH]1 (stereo not given),-1%
CCCS(=O)(=O)NC(=O)C1(C)CCN(C(=O)COCc2ccccc2)C1 (stereo not given),0%
CC1(C(=O)NS(=O)(=O)C2CC2)CCN(C(=O)c2ccc3ccccc3n2)C1 (stereo not given),23%
COc1ccc(NC(=O)CCNS(=O)(=O)c2ccc3c(c2)CCCC(=O)N3)cc1,-11%
CC(=O)Nc1ccc(S(=O)(=O)Nc2ccc(-c3cn4c(C)csc4n3)cc2)cc1,-15%
COc1ccccc1N1CCN(c2cc(C)nc3nc(-c4ccc(Cl)cc4)nn23)CC1,-3%
COc1ccc(C(=O)N2CCc3cc(OC)c(OC)cc3C2COc2ccccc2OC)cc1 (stereo not given),1%
CN(C)c1ccc(CNC(=O)/C=C/[C@H]2O[C@@H](n3cnc4c(NC(=O)c5ccccc5)ncnc43)[C@H](O)[C@@H]2O)cc1,18%
CC1=C(C(=O)N(C(C)C)C(C)C)CC(CC(=O)NCCCCc2ccccc2)C(=O)N1Cc1ccc(C(C)(C)C)cc1 (stereo not given),-63%
COC(=O)[C@]12CCCCC=C1N(Cc1ccc(Cl)cc1Cl)C(=O)[C@H](CC(=O)NCc1ccc(OC)c(OC)c1)C2,-62%

More results.
smiles,BRCA1 expr act
O=C1NC[C@H](CCCCN2C[C@H](Cc3ccccc3)N(CCc3ccc(O)cc3)C(=O)C2=O)N(CCC2CCCCC2)C1=O,4%
Cc1cccc(CN2CCN(C3CN(Cc4ccccc4)S(=O)(=O)C3)CC2)c1 (stereo not given),0%
CC1(C(=O)NCCC(F)(F)F)Cc2c(-c3cccc(C(F)(F)F)c3)ccnc2O1 (stereo not given),-43%
O=C(NCCC(F)(F)F)C1Cc2c(-c3ccccc3Oc3ccccc3)ccnc2O1 (stereo not given),0%
CCC(Oc1ccccc1)C(=O)N1CCN(Cc2cc(=O)n3nc(-c4cccc(C)c4)sc3n2)CC1 (stereo not given),0%
CN(Cc1ccccc1)C(=O)[C@@H]1CCCN1C(=O)[C@@H]1CCCN1C(=O)c1cccc(Cl)c1,1%
CC(=O)Nc1cccc(-c2ccnc3c2CC(C)(C(=O)Nc2ccc(Cl)c(C(F)(F)F)c2)O3)c1 (stereo not given),-60%

Bioassay records (PubChem BioAssay)

Some of the compounds tested. The share of hits here may be higher or lower than overall.
